# NR2E3 ag-1 = agonists of human nuclear receptor NR2E3; AID 2300; 320,000 compounds, 0.12% hits; Q9Y5X4; GST-NR2E3/biotin-RetCOR TR-FRET, 1536-well; inhibition of corepressor binding, % at 4.78 µM;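 active = percent inhibition above the cutoff of mean plus 3 SD of all tested compounds, set per screening campaign, cut at about 20% in these data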;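 note: 0% = DMSO wells and 100% = biotin wells as full block of FRET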
# Target sequence (Q9Y5X4 whole entry, looked up): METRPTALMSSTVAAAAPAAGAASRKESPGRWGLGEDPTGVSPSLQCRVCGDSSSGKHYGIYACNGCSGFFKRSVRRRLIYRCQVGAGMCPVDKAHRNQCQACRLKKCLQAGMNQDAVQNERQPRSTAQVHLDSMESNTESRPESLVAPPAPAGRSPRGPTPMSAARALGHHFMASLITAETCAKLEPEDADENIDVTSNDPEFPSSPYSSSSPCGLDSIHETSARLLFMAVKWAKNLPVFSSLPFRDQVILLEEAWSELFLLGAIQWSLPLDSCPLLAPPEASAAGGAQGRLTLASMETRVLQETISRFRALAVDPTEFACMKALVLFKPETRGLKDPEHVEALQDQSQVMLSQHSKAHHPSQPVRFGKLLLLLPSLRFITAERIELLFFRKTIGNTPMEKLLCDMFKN
#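 Assay system: NR2E3–RetCOR corepressor complex. Quantity: 1.35 nM GST-NR2E3. Buffer or medium: pH 7.5 Tris-based buffer. Reagent: biotinylated RetCOR corepressor at 7 nM final. Schedule: 5 h at 4 °C. Detection: TR-FRET, emission read at 617 and 671 nm. Replicates: one well per compound, singlicate testing.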
# MITF TRPM1 inh = inhibitors of MITF-driven TRPM1 promoter in melanoma cells; SK-MEL-5 TRPM1 promoter luciferase, 24 h; inhibition, % at 12.5 µM; 330,000 compounds, 0.83% hits; AID 488899;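 active = mean inhibition across replicates of 60% or more, whatever share of single replicates reaches that level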; note: values of inactives mirror those of a sister screen read the other way
# PDI inh = inhibitors of human protein disulfide isomerase; AID 588391; 350,000 compounds, 0.052% hits; P07237; PDI insulin aggregation turbidity, A650, 90 min; inhibition, % at 10 µM;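 active = mean inhibition across replicates of 30% or more, whatever share of single replicates reach that level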;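 note: absorbance from insulin aggregation driven by PDI reduction with DTT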
# Target sequence (P07237 whole entry, looked up): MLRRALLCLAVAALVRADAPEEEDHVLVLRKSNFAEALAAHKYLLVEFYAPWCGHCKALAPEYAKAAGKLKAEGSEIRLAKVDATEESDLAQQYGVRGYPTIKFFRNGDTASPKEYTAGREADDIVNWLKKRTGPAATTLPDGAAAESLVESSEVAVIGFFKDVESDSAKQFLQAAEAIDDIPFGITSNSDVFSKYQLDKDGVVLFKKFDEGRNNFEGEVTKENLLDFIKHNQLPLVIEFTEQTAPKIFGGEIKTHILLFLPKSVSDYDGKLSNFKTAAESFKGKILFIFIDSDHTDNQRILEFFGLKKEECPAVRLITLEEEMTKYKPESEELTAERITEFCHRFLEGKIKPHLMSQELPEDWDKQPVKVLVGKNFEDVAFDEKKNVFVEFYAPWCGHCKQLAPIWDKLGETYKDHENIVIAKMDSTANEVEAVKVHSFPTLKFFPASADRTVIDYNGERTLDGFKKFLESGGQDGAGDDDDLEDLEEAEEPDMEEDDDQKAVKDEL
# Granule exo inh = lytic granule exocytosis inhibition; TALL-104 LAMP-1 surface exposure, flow cytometry; cells stimulated with thapsigargin and PMA; inhibition, % at 10 µM; 360,000 compounds, 0.66% hits; AID 651702;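 active = inhibition above about 55%, limit read from the data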
# hiPSC survival = hiPSC single-cell survival enhancement; ATPlite luminescence; 100% = ROCK inhibitor wells, 0% = DMSO; survival enhancement, % at 20 µM; AID 602274; 360,000 compounds, 0.044% hits; in the data active = survival enhancement above about 18%;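 note: cells exposed to compounds for 16 hours before the ATP read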
# aDG glyco act = alpha-DG glycosylation activation; Pro5-aDG cells, alpha-DG glycosylation AlphaScreen (IIH6); 0% Pro5, 100% B10-LARGE cell signal; 360,000 compounds, 0.22% hits; activation, % at 10 µM;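 active = activation of at least 8% versus controls, or a plate z-score of at least 8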;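 note: Pro5 are CHO cells carrying HIG-tagged alpha-DG that lacks glycosylation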
# CaV13 ICDI inh = Primary screen for inhibitors of IQ motif and Ca2+-dependent inactivation inhibitor domain binding in CACNA1D, Förster resonance energy transfer in living cells, … | HEK cells, CFP/YFP FRET ICDI-IQ, plate reader, 10 min; percent FRET-ratio fall versus neutral wells | inhibition, % at 12.3 µM | 340,000 compounds, 0.098% hits;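 active = mean replicate inhibition of at least 30% and at least 1% of replicates passing that level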;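 note: 0% = median of the neutral control wells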
# NR2E3 ag-2 = human photoreceptor-specific nuclear receptor agonism; inhibition of corepressor binding, % at 3.98 µM; AID 602229; 360,000 compounds, 0.35% hits; CHO-S Gal4-NCOR/VP16-NR2E3 two-hybrid, luciferase;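 active = inhibition above the mean of all tested compounds plus 3 SD, cut at about 70% in these data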;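 note: 0% = DMSO with NR2E3 transfected cells and 100% = cells lacking NR2E3 construct; higher means lower luciferase signal from less NR2E3 corepressor binding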
# Peg3 prom inh = reduces Peg3 promoter-driven luciferase expression in HeLa; HeLa PEG-Prom luciferase reporter, luminescence, overnight; inhibition, % at 20 µM; 360,000 compounds, 1.7% hits; AID 588405;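 active = inhibition of at least 50% at 20 µM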
# HIF-2a inh = inhibitors of HIF-2a; 360,000 compounds, 0.72% hits; inhibition, % at 18.8 µM; 786-0 RCC cells HIF-2a reporter, luciferase luminescence, overnight;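 active = inhibition of the luminescence signal of 40% or more relative to plate controls, in a single-dose primary screen at 18.75 µM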
# Vif inh = inhibitors of HIV Vif; HEK293T cells, Vif self-association by quenched fluorescence, imaging, 24 h; inhibition, % at 7.49 µM; 340,000 compounds, 0.35% hits; AID 602346; in the data active = inhibition above about 50%, passing the limit was not always enough; note: some results filed as inactive read as strong as hits
# Numbers without * were called inactive; . = no result given. Compounds as they come; about 3.5% have a hit in one of these screens.
1: CCC(C)N(C(=O)CSc1nnc(-c2ccco2)n1C)C1CCS(=O)(=O)C1 (stereo unspecified)
2: Cn1c(=O)c2c(nc(Cl)n2CC(=O)N2CCCCC2)n(C)c1=O
3: O=C(CCCN1C(=O)/C(=C\c2cccs2)SC1=S)NNC(=O)c1ccncc1
4: O=C(CCN1C(=O)C2C3C=CC(C3)C2C1=O)NCCc1ccccc1Cl (stereo unspecified)
5: O=[N+]([O-])c1c(NCc2ccco2)ncnc1NCc1ccco1
6: COc1ccc(/C=C(\NC(=O)c2ccc(OC)cc2)C(=O)Nc2cccc(C(=O)O)c2)cc1
7: COC(=O)c1ccc(NC(=O)c2ccccc2)o1
8: CCCCOc1ccc([N+](=O)[O-])cc1C(=O)O
9: O=C(/C=C/c1c(F)cccc1Cl)N1CCc2ccccc2C1
10: O=C(COc1nsnc1N1CCOCC1)Nc1cccc(Cl)c1

assay / entry,1,2,3,4,5,6,7,8,9,10
NR2E3 ag-1,5,-3,4,-4,.,.,1,2,2,7
MITF TRPM1 inh,2,-1,9,-12,-33,-4,-43,4,-21,1
PDI inh,-1,7,4,1,-58,4,9,2,6,-2
Granule exo inh,-1,2,0,1,-2,5,-3,0,-6,-9
hiPSC survival,0.6,-0.5,0.4,0.2,0.2,-0.5,-2.7,-2.5,0.2,-0.5
aDG glyco act,0.1,-0.1,0.1,0.2,-0.2,-0.1,0.1,-0.5,0.1,0.0
CaV13 ICDI inh,-6,0,-4,-4,-5,-20,-5,-7,15,-2
NR2E3 ag-2,-31,4,-1,-20,-36,6,-27,13,-68,-9
Peg3 prom inh,13,9,-7,-37,-70,-14,-67,5,-141,12
HIF-2a inh,10,15,25,-54,-77,-18,-98,38,-234,13
Vif inh,-1,-6,-2,6,-6,-2,0,8,0,.

# Given bar-delimited: part of the list above
no. | SMILES | NR2E3 ag-1 | MITF TRPM1 inh | PDI inh | Granule exo inh | hiPSC survival | aDG glyco act | CaV13 ICDI inh | NR2E3 ag-2 | Peg3 prom inh | HIF-2a inh | Vif inh
1 | CCC(C)N(C(=O)CSc1nnc(-c2ccco2)n1C)C1CCS(=O)(=O)C1 (stereo unspecified) | 5 | 2 | -1 | -1 | 0.6 | 0.1 | -6 | -31 | 13 | 10 | -1
2 | Cn1c(=O)c2c(nc(Cl)n2CC(=O)N2CCCCC2)n(C)c1=O | -3 | -1 | 7 | 2 | -0.5 | -0.1 | 0 | 4 | 9 | 15 | -6
3 | O=C(CCCN1C(=O)/C(=C\c2cccs2)SC1=S)NNC(=O)c1ccncc1 | 4 | 9 | 4 | 0 | 0.4 | 0.1 | -4 | -1 | -7 | 25 | -2
4 | O=C(CCN1C(=O)C2C3C=CC(C3)C2C1=O)NCCc1ccccc1Cl (stereo unspecified) | -4 | -12 | 1 | 1 | 0.2 | 0.2 | -4 | -20 | -37 | -54 | 6
5 | O=[N+]([O-])c1c(NCc2ccco2)ncnc1NCc1ccco1 | . | -33 | -58 | -2 | 0.2 | -0.2 | -5 | -36 | -70 | -77 | -6
6 | COc1ccc(/C=C(\NC(=O)c2ccc(OC)cc2)C(=O)Nc2cccc(C(=O)O)c2)cc1 | . | -4 | 4 | 5 | -0.5 | -0.1 | -20 | 6 | -14 | -18 | -2
7 | COC(=O)c1ccc(NC(=O)c2ccccc2)o1 | 1 | -43 | 9 | -3 | -2.7 | 0.1 | -5 | -27 | -67 | -98 | 0

# Going on with the list:
11: Cc1cc(N)n(-c2ncnc3scc(-c4ccccc4)c23)n1
12: COc1ccc(OC)c(C2=NOC(C(=O)NCCN3CCOCC3)C2)c1 (stereo unspecified)
13: CC1(C)Cc2c(c(-c3ccccc3)nc3[nH][nH]c(=O)c23)CO1
14: N#C/C(=C\c1cccc(OCC(=O)O)c1)c1nc2ccccc2[nH]1
15: COc1cccc(CN2CCN(C3CCN(c4cccc(C)c4C)CC3)CC2CCO)c1 (stereo unspecified)
16: COc1ccc(CC(=O)NNc2ncnc3c2cnn3C)cc1
17: CCC1OC(C(C)C)Cc2[nH][nH]c(=O)c21 (stereo unspecified)
18: O=S(=O)(c1ccccc1)c1cnc2ccccc2c1
19: COc1ccc(N2CCN(C(=O)c3ccc4c(c3)CC(c3ccccc3)OC4=O)CC2)cc1 (stereo unspecified)
20: CN(c1ccccc1C(=O)N1CCc2ccccc2C1)S(C)(=O)=O

assay / entry,11,12,13,14,15,16,17,18,19,20
NR2E3 ag-1,-4,4,-1,3,4,-1,.,1,.,-1
MITF TRPM1 inh,9,3,-1,10,3,-9,.,7,14,8
PDI inh,-2,-8,18,-1,0,3,.,1,-3,-3
Granule exo inh,-3,-3,4,-14,48,-1,-6,4,-1,-2
hiPSC survival,-5.5,0.9,-0.3,-0.3,-0.2,1.9,0.3,8.7,0.2,-2.3
aDG glyco act,0.1,0.0,-0.3,0.1,0.2,-0.2,-0.1,0.1,-0.2,0.2
CaV13 ICDI inh,-5,-2,-1,-3,-6,-18,-10,-10,-4,-7
NR2E3 ag-2,-31,5,-3,-17,-1,-23,-6,-32,-19,-13
Peg3 prom inh,2,0,11,-25,1,-1,.,-6,7,1
HIF-2a inh,14,10,12,-30,16,8,-1,-1,-10,6
Vif inh,-1,14,-12,-5,-1,-4,.,-13,-3,-1

21: CCN(Cc1ccccc1)C(=O)c1c[nH]c2ccc(S(=O)(=O)N(C)CCC#N)cc2c1=O
22: CCCCN(CCCC)CCC(O)c1cc2c(Cl)cc(Cl)cc2c2cc(C(F)(F)F)ccc12 (stereo unspecified)
23: CC(=O)N/C(=N\OCc1ccccc1Cl)c1nonc1NC(C)=O
24: Cc1cc(C)nc(N2N=C(C(F)(F)F)CC2=O)n1
25: CC1CCc2sc(C(=O)N(C)CC(=O)Nc3cccc(F)c3)cc2C1 (stereo unspecified)
26: Cc1ccc(Nc2c(-c3ccc(N4CCOCC4)cc3)nc3ncccn23)cc1C
27: COc1ccc(N2CCN(C(=O)[C@H](C)NC(=O)c3ccccc3Cl)CC2)cc1
28: Brc1cccc(CSc2nnc(-c3ccncc3)o2)c1
29: CCN(CC)CC(=O)Nc1sc(C)cc1C(=O)c1ccc(C)cc1
30: O=C(Cc1ccccc1)Nc1ccc(N2CCN(Cc3ccccc3F)CC2)cc1

assay / entry,21,22,23,24,25,26,27,28,29,30
NR2E3 ag-1,0,0,0,0,0,2,-1,1,3,-3
MITF TRPM1 inh,3,4,-11,16,-7,.,-7,4,9,3
PDI inh,2,26,-5,-1,-1,3,3,11,6,-2
Granule exo inh,2,27,-1,3,5,1,-6,0,-2,-1
hiPSC survival,-0.4,2.1,-0.2,-0.6,-0.4,-1.5,0.0,0.7,-0.7,-1.9
aDG glyco act,-0.1,0.2,-0.1,0.0,0.2,-0.1,0.0,1.1,-0.1,0.0
CaV13 ICDI inh,-7,-6,-5,-14,-4,-8,-4,-4,-20,-3
NR2E3 ag-2,-10,3,-20,-17,-6,-21,-16,-45,34,-11
Peg3 prom inh,6,17,-9,14,-35,-4,5,-3,27,8
HIF-2a inh,12,-2,-41,12,-74,-31,2,-9,15,14
Vif inh,-2,0,-8,-2,3,10,5,-5,-11,-4

31: CCC1CSC(Nc2ccc(C(=O)/C=C/c3ccc(OC)c(OC)c3)cc2)=N1 (stereo unspecified)
32: CNC(=O)c1ccc(CNC(=O)OCC(F)(F)F)cc1
33: S=c1[nH]nc(CCc2ccccc2)n1-c1ccccc1
34: COc1ccc(N2CCN(CCC(N)=O)CC2)cc1
35: COCC(=O)OCC(=O)Nc1cc(C(C)(C)C)nn1-c1ccccc1
36: O=C1C2C3C=CC(C4CC34)C2C(=O)N1CCc1ccccc1 (stereo unspecified)
37: CCCC1(CCC)NC(=O)N(CC(=O)N2CCN(C(=O)c3ccco3)CC2)C1=O
38: O=C(NCc1ccccc1C(F)(F)F)C1CC(c2cc(C(F)(F)F)cc(C(F)(F)F)c2)=NO1 (stereo unspecified)
39: Cc1cccc(Nc2nc(N3CCOCC3)nc(N3CCOCC3)n2)c1
40: O=C1/C(=C/c2ccncc2)SC(=S)N1C1CCCCC1

assay / entry,31,32,33,34,35,36,37,38,39,40
NR2E3 ag-1,-3,1,-4,1,1,-2,1,5,2,-1
MITF TRPM1 inh,43,1,-5,-7,-9,-57,7,6,-16,-2
PDI inh,-3,-8,11,7,-4,2,3,-1,2,-7
Granule exo inh,43,-2,1,-1,-1,-2,-2,6,5,1
hiPSC survival,0.3,2.8,-0.9,0.9,-0.2,2.5,5.0,0.5,0.0,-1.5
aDG glyco act,1.3,0.0,-0.4,-0.2,0.0,-0.1,-0.3,0.0,0.0,0.2
CaV13 ICDI inh,-6,-4,-3,0,.,-4,-4,-6,-20,-5
NR2E3 ag-2,-4,7,17,-15,-11,-11,-28,-7,57,4
Peg3 prom inh,91*,7,5,6,11,-110,6,-1,7,-6
HIF-2a inh,27,6,9,7,7,-82,10,8,29,13
Vif inh,-9,13,0,-1,-1,19,-6,-3,-4,3

41: Nc1nc(SCC(=O)NCC2CCCO2)n[nH]1 (stereo unspecified)
42: CCOC(=O)c1[nH]c2ccc(OC)cc2c1NC(=O)c1ccc(OC)c(OC)c1
43: COCCSc1nnc(NC(=O)Cc2ccc(OC)cc2)s1
44: c1ccc(N2CCN(C3CCSC3)CC2)cc1 (stereo unspecified)
45: COC(C(=O)NNS(=O)(=O)c1ccccc1[N+](=O)[O-])c1ccccc1 (stereo unspecified)
46: O=C(CSc1nnc(NC(=O)c2ccco2)s1)Nc1ccccc1
47: O=C(O)c1cc(-c2c[nH]c3ccccc23)nc2ccc3ccccc3c12
48: CCOc1ccc(S(=O)(=O)Nc2cccc(C(=O)N3CC(C)OC(C)C3)c2)cc1 (stereo unspecified)
49: O=S(=O)(Cc1ccccc1)N1CCN(C/C=C/c2ccccc2)CC1
50: COc1ccc(S(=O)(=O)Nc2ccc3c(c2)C(=O)N([C@H](C)CO)C[C@H](C)[C@@H](CN(C)C(=O)Nc2ccccc2)O3)cc1
51: COc1ccc(-c2nc3cccc(C)n3c2NCC2CCCO2)cc1O (stereo unspecified)
52: CCCN(CC(=O)Nc1ccccc1Br)CC(=O)Nc1ccc(F)c(F)c1F

assay / entry,41,42,43,44,45,46,47,48,49,50,51,52
NR2E3 ag-1,-3,1,-3,-3,.,1,-1,-1,3,.,0,2
MITF TRPM1 inh,5,-22,7,2,13,-25,-3,5,3,5,4,1
PDI inh,-2,5,-9,2,15,1,13,2,1,-2,3,-7
Granule exo inh,2,-1,2,12,0,-2,0,-3,1,3,2,3
hiPSC survival,8.2,-0.5,2.5,3.0,-0.5,0.0,-2.3,0.3,0.2,-2.0,-0.3,-1.2
aDG glyco act,-0.3,0.3,0.2,-0.3,-0.1,0.6,0.0,0.0,0.2,0.0,-0.3,0.2
CaV13 ICDI inh,0,-2,-5,-10,-6,-2,-4,-4,-8,-4,-9,-5
NR2E3 ag-2,1,-10,-39,10,-29,-24,-20,1,-2,-2,-40,-5
Peg3 prom inh,13,10,7,0,-4,-71,-55,-8,17,-11,-26,16
HIF-2a inh,-3,13,9,-16,2,-100,-71,3,1,5,-56,19
Vif inh,3,5,6,7,-1,-2,2,-7,-3,5,7,0

# Screening results from PubChem.
